Bioassay records: PubChem, National Center for Advancing Translational Sciences (NCATS)
AmpC inh detg: qHTS Inhibitors of AmpC Beta-Lactamase (assay with detergent) | P00811 | AmpC hydrolysis of nitrocefin, absorbance 480 nm, 0.01% Triton | Potency, µM (highest dose often 114 µM), for the others: at the highest dose activity change, negative = inhibition, actives largely listed as inhibitors | actives 0.041% (n = 370,000) | AID 485294, 2010;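 note: potency is the fitted concentration of half-maximal effect; 0% = no-compound wells and -100% = no-enzyme wells; nearly all actives have a fitted effect of over 25% in size; some results filed as inactive show a strong effect at the top dose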
Target sequence (P00811 whole entry, looked up): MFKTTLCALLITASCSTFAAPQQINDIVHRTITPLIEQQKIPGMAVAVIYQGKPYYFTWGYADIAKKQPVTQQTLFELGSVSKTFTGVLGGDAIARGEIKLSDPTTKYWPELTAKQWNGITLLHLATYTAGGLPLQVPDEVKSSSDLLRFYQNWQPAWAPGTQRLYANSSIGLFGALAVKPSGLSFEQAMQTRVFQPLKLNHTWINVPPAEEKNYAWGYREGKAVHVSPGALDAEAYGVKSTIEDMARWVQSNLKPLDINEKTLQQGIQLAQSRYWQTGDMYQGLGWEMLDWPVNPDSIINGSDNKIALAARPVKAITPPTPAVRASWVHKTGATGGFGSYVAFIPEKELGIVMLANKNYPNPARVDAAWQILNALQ
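AmpC (5.3 nM in the dispensed reagent) in 20 mM phosphate pH 7.0 with 0.01% (detergent screen) or 0.0001% Triton X-100 was preincubated with compounds for 15 min at room temperature. Nitrocefin was then added from an 800 uM solution, and hydrolysis was followed at 480 nm.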
HCMV inh: qHTS Assay for inhibitors of the human cytomegalovirus (HCMV); HFF cells, HCMV-luciferase reporter, 72 h; stronger effect = lower value; activity change, negative = inhibition, % at 57.5 µM; actives 4.5% (n = 410,000); in the data active = activity change below about -60%; inconclusive = no clear call, values can overlap the other calls; inactive = above about -39%; note: % is set by controls: 0 for no effect and ±100 for the full control effect
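Human foreskin fibroblasts infected with luciferase-reporter HCMV at MOI 1 PFU/cell, compounds at two doses. Luciferase measured 72 h post infection; normalized to buffer-only basal and Salinomycin (10uM) controls.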
AMA1-RON2 inh: qHTS for Inhibitors of AMA1-RON; Towards Development of Antimalarial Drug Lead: Primary Screen; AlphaScreen AMA1-biotinylated RON2 peptide binding; Potency, µM (top dose mostly 58.2 µM), for inactives: at the highest dose activity change, negative = inhibition, actives largely listed as inhibitors; AID 720542, 2013; actives 0.2% (n = 360,000);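 note: potency is the fitted concentration of half-maximal effect; 0% = vehicle wells and -100% = peptide control; nearly all actives have a fitted effect of over 45% in size; some results filed as inactive show a strong effect at the top dose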
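AMA1 (3D7) with his tag at 25 nM final met compounds first, then biotinylated RON2 peptide at 25 nM; detection used donor plus acceptor beads, 10 µg/mL apiece, read by AlphaScreen after 30 min at room temperature.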
Shiga toxin inh: A qHTS for Small Molecule Inhibitors of Shiga Toxin; Vero cells, Shiga toxin protein synthesis inhibition reporter; inhibition, % at 38.7 µM; actives 9.2% (n = 290,000); AID 2315, 2010; in the data active = inhibition mostly above about 28%, no sharp cut-off; inactive = mostly below about 43%; note: 0% is about no effect
AmpC inh no detg: qHTS Inhibitors of AmpC Beta-Lactamase (assay without detergent); P00811; AmpC nitrocefin hydrolysis, absorbance 480 nm, 0.0001% Triton; Potency, µM (titrated, usually from 57.1 µM), inactives show at the top dose activity change, negative = inhibition, usual class: inhibitors; actives 0.52% (n = 330,000); AID 485341, 2010;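 note: potency is the fitted concentration of half-maximal effect; plate controls were no compound for no effect and no enzyme for full effect; nearly all actives have a fitted effect of over 20% in size; some results filed as inactive show a strong effect at the top dose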
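AmpC (5.3 nM in the dispensed reagent) in 20 mM phosphate pH 7.0 with 0.01% (detergent screen) or 0.0001% Triton X-100 was preincubated with compounds for 15 min at room temperature. Nitrocefin was then added from an 800 uM solution, and hydrolysis was followed at 480 nm.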
Giardia FBPA inh: qHTS Assay for Inhibitors of Fructose-1,6-bisphosphate Aldolase from Giardia Lamblia; purified Giardia FBPA; Potency, µM (doses to about 59.6 µM), for the others: at the top dose activity, negative = inhibition, hits mostly inhibitors; actives 0.71% (n = 290,000); note: potency is the fitted concentration of half-maximal effect; % is set by controls: 0 for no effect and ±100 for the full control effect; nearly all actives have a fitted effect of over 55% in size
Target sequence (A8B2U2 whole entry, looked up): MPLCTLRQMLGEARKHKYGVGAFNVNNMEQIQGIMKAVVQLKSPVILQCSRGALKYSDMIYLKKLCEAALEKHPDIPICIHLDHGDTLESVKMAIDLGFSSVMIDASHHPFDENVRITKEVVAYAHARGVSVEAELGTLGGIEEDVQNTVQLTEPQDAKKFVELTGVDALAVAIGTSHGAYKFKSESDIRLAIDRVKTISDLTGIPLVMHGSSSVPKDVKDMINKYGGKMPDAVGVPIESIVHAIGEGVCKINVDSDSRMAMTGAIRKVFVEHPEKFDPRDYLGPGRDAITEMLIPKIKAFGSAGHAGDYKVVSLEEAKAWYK
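Giardia FBPA (40 nM reagent) was preincubated 10 min at RT with compound (up to 57.5 uM final), then substrate plus GAPDH/TPI/NAD/arsenate coupling system with diaphorase/resazurin was added; resorufin fluorescence (525/598 nm) was read after 20 min.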
Cycloheximide cs: Cycloheximide Counterscreen for Small Molecule Inhibitors of Shiga Toxin; cell reporter, cycloheximide protein synthesis inhibition counterscreen; max response, %; actives 12% (n = 300,000); AID 2314, 2010; in the data active = max response mostly above about 13%, no sharp cut-off; inactive = mostly below about 14%; note: read at 38.3 µM for the half of the compounds with a filed dose; 0% is about no effect
* = called active by the depositor; ? = inconclusive; . = no result given; + = active, no number; & = joins results of further samples; [ ] = remark or other dose. Unless noted, calls come from the whole dose curve; as a rule, active = well fitted curve in the direction sought with a large enough effect; inconclusive = small, poorly fitted or top-dose-only effect, or another doubt; inactive = no such curve, though single readings can be large; an effect the other way counts as inactive or inconclusive. Not a hit list; any-hit rate near 16%.

Below each compound: AmpC inh detg, HCMV inh, AMA1-RON2 inh, Shiga toxin inh, AmpC inh no detg, Giardia FBPA inh, Cycloheximide cs
1) COCCNC(=O)c1c(N)n(CCC2=CCCCC2)c2nc3ccccc3nc12
  -10%, 16, 106%[activator], -9, 126%[activator], ?, -2
2) CC(=O)c1ccc(OCCCC(=O)N2CCN(S(=O)(=O)c3cccs3)CC2)cc1
  -3%, -18, -14%, -7, 34%, -7%, 1
3) COc1ccc(C(=O)NCCSCc2ccco2)cc1OC
  ?, 24, 2%, 50, -24%, 1%, 11
4) CC(=O)c1cc(F)c(N2CCN(c3ccc([N+](=O)[O-])cc3F)CC2)cc1C
  -7%, 62, 0%, -6, -15%, -1%, 0
5) O=C(CCS(=O)(=O)c1ccccc1)Nc1ccc(S(=O)(=O)Nc2nccs2)cc1
  ., 86, -24%, ., -14%, ., .
6) CCOC(=O)c1oc2cc(C)cc(C)c2c1C
  -1%, -38, -3%, -1, -16%, 3%, -2
7) O=C(Nc1cnn(Cc2ccc(Cl)cc2)c1)c1cccs1
  -9%, -15, 11%, -1, -27%, 4%, 10
8) O=C1CC(C(=O)N2CCN(c3ccc(F)cc3)CC2)CN1CCc1ccccc1 (stereo not given)
  -12%, 62, -4%, -8, 81%[activator], 1%, -2
9) Cc1cccc(NC(=S)NCc2cccs2)c1C
  3%, -32, 5%, -13, -23%, 3%, 22*
10) Cc1ccccc1-n1ncc2c(SCC(=O)NC3CCCC3)ncnc21
  4%, -72*, 10%, 71*, -5%, 25%, 32
11) O=C(NC(C(=O)c1ccccc1)n1c(=O)cc[nH]c1=S)c1ccccc1 (stereo not given)
  2%, 42, 6%, +, -4%, ?, 16*
12) C(=N\Nc1nc2ccccc2s1)/c1ccco1
  -11%, 11, 17%, 45*, -38%, -5%, 44*
13) C[C@H](CO)N1C[C@H](C)[C@@H](CN(C)Cc2ccccc2)Oc2c(NC(=O)Cc3ccccc3)cccc2C1=O
  ., 13, -12%, ., 233%[activator], ., .
14) O=C(N/N=C/c1ccc(OC(=O)c2cccc(F)c2)cc1)c1cccnc1
  -7%, -26, 6%, 22, 1%, 15%, -3
15) CCCCc1ncc(CN2CCC(CC3CCCCO3)(C(=O)OCC)CC2)[nH]1 (stereo not given)
  -8%, -25, -22%, -11, 59%, 4%, -3

Further structures:
Below each compound: AmpC inh detg, HCMV inh, AMA1-RON2 inh, Shiga toxin inh, AmpC inh no detg, Giardia FBPA inh, Cycloheximide cs
16) CS(=O)(=O)N(CC(=O)N1CCOCC1)Cc1ccccc1
  -2%, 77, -2%, 21, ?, -1%, -3
17) NS(=O)(=O)Nc1ccccc1Br
  ., ., ., 4, ., -14%, -6
18) CN(C(=O)CC1C(=O)NCCN1Cc1cccc(C(F)(F)F)c1)C1CCOCC1 (stereo not given)
  1%, 19, 34%[activator], -9, 104%[activator], ., -2
19) Cc1c(CC(=O)O)c(=O)oc2cc3occ(-c4ccc(F)cc4)c3cc12
  -18%, 20, -15%, -5, -16%, 6%, -1
20) CN(C)C(=O)c1nc(C#N)c(N(C)C)o1
  -4%, -4, -6%, -13, -17%, 2%, -3
21) O=C(CCC1CCN(Cc2ccc(Cl)cc2)CC1)NC1CC1
  5%, 12, 1%, 9, 1%, 4%, -1
22) COc1ccc(N2CCN(C(=O)c3cc4c(=O)n(Cc5ccccc5)ccc4nc3C)CC2)cc1
  1%&0%, ?, -12%, -9, 170%[activator], -3%, 3
23) CCc1ccc2[nH]c(C(=O)N(C)c3ccc(F)cc3F)cc2c1
  -8%, 19, 6%, -4, -19%, -9%, 12
24) COc1ccccc1N1CCN(c2cc(=O)n(-c3ccc(Br)cc3)c(=O)[nH]2)CC1
  1%, 10, 16%, -17, -11%, 4%, -2
25) CCC(C)NC(=O)c1cn(CC)c2cc(N3CCN(C)CC3)c(F)cc2c1=O (stereo not given)
  -6%, 4, -11%, -7, 84%[activator], 3%, -1
26) O=C1c2ccccc2S(=O)(=O)N1Cc1nnc(-c2ccccc2Br)o1
  6%, 45, -27%, 5, -23%, 7%, 12
27) O=C(OCC(=O)N1CCOCC1)c1cc(=O)[nH]c2ccccc12
  ., -12, 4%, ., -7%, ., .
28) COC(=O)C1=C(O)C2(C(=O)O)CC(C(=O)OC)=C(O)C(C(=O)O)(C1)C2
  -2%, -2, 6%, -9, -6%, -16%, -4
29) NC(=O)c1ccc(C23CC4CC(CC(C4)C2)C3)o1
  ?, -24, 3%, -4, -8%, -2%, 2
30) CCCSc1nc2c(c(=O)[nH]c(=O)n2C)n1Cc1ccc(C)cc1
  -11%, -23, -2%, 21, -19%, 4%, -2

Next compounds follow:
Below each compound: AmpC inh detg, HCMV inh, AMA1-RON2 inh, Shiga toxin inh, AmpC inh no detg, Giardia FBPA inh, Cycloheximide cs
31) CCOC(=O)c1csc(NC(=O)c2ccc(S(=O)(=O)N(C)C)cc2)n1
  -12%, -63*, -6%, 8, 10%, 2%, -6
32) CCOc1cccc(-c2nn3c(-c4ccco4)nnc3s2)c1
  ?, 34, -4%, -2, -18%, 3%, -2
33) O=c1cc(N2CCCCC2)c(-c2ccccc2)nn1Cc1ccccc1
  5%, -12, -11%, 18, 59%, 16%, -1
34) Cc1nc(SCCc2ccccc2)[nH]c(=O)c1C
  ?, ., -2%, 32, -24%, -28%, 10
35) Cc1cccc(NC(c2ccc(O)cc2)c2ccc3ccc(C)nc3c2O)n1 (stereo not given)
  6%, -36, 5%, -10, -24%, -15%, 3
36) COC(=O)c1ccc(C(=O)OCCCc2nc3ccc(N)cc3[nH]2)cc1
  ?, 22, -7%, 14, -14%, -29%, 1
37) COC(=O)C1=C(c2ccc(Cl)c(C(F)(F)F)c2)C[C@@H]2CC[C@H]1N2C(=O)NCCOc1ccccc1
  6%, ., -1%, ., 84%[activator], ., .
38) O=C1CC(N2CCN(Cc3ccc4c(c3)OCO4)CC2)C(=O)N1c1ccccc1 (stereo not given)
  1%, 46, -8%, 2, 20%, 15%, -1
39) O=C(COc1cc(Cl)c(Cl)cc1Cl)N1CCN(c2ccccn2)CC1
  -9%, -17, -6%, -4, -8%, -2%, 2
40) COc1ccc(/C=C/C(=O)NC(=S)Nc2ccc(S(=O)(=O)Nc3cc(OC)ncn3)cc2)cc1
  4%, -22, 0%, -1, -35%, 0%, 0
41) COc1ccc(C(=O)Nc2ccccc2C(=O)Nc2ccncc2)cc1
  2%, 7, -6%, 58, -15%, -3%, 25*
42) O=C1C(=O)c2ccccc2C(O)=C1c1ccccc1F
  -7%, -18, -2%, 3, -28%, -16%, -7
43) Cn1c(SCCC#N)nnc1-c1ccc(F)cc1
  -13%, ., ., 39, -3%, 2%, 1
44) C1CC2OC2CC1C1CO1 (stereo not given)
  -5%, 0, 7%, ., -11%, ., .
45) COC(=O)c1cc(-c2c(C)nn(-c3ccccc3)c2C)n[nH]1
  2%, -6, 7%, 58*, -30%, 1%, 26*

A few values from the list.
In AMA1-RON2 inh, `O=C(N/N=C/c1ccc(OC(=O)c2cccc(F)c2)cc1)c1cccnc1` has 6%
In Giardia FBPA inh, `O=C1C(=O)c2ccccc2C(O)=C1c1ccccc1F` has -16%

(continued)
Below each compound: AmpC inh detg, HCMV inh, AMA1-RON2 inh, Shiga toxin inh, AmpC inh no detg, Giardia FBPA inh, Cycloheximide cs
46) O=C(O)CCC(=O)NNc1ccccc1[N+](=O)[O-]
  -10%, 13, 11%[11.6 µM], 14, -15%, 0%, 6
47) COc1ccc2c(c1)[C@H]1[C@H](CO2)[C@H](c2ccccc2)[C@]2(C)C(=O)Nc3cc(C)ccc3C(=O)N12
  ., -18, -8%, ., -15%, ., .
48) CC(=O)Nc1ccc(Nc2nc(C)nc3c2oc2ccccc23)cc1
  -12%, 21, -16%, 1, -7%, -10%, 1
49) COc1ccc(CN2CC(C(=O)NCCC3=CCCCC3)CC2=O)cc1 (stereo not given)
  -1%, -31, 9%, -16, 43%, 2%, -4
50) CN(Cc1nnc(-c2ccc(F)cc2)o1)c1ccccc1
  3%, 17, -1%, 71*, -5%, ., 32*
51) COC12NC(=O)N(C)C1(OC)C(=O)N(C)C(=O)N2C (stereo not given)
  -5%, -21, 14%, 10, -4%, 0%, -3
52) Cc1ccc(NC(=O)c2ccco2)c(NC(=O)c2cccs2)c1
  -6%, 15, -5%, -5, -26%, -3%, 9
53) O=C(NCCCN1CCOCC1)c1ccc2c(c1)N(Cc1ccc(Cl)cc1)C(=O)c1ccccc1S2=O (stereo not given)
  ?, 14, 13%, -14, 183%[activator], 3%, -4
54) O=C(Nc1cccc(S(=O)(=O)N2CCCCCC2)c1)c1cc(=O)c2ccccc2o1
  4%, -5, -4%, 18, -30%, -3%, -3
55) COc1ccc(NC(=O)CCNS(=O)(=O)c2ccc3c(c2)CCC(=O)N3)cc1
  -1%, 7, 15%, -10, -18%, 3%, -2
56) CCN(CC)C(=O)N1c2ccccc2C=Cc2ccccc21
  -8%, -81*, 9%, -14, -3%, 1%, -2
57) CCCCOC(=O)c1cc(=O)[nH]c(=O)[nH]1
  -1%, -24, 17%, -6, -11%, -4%, -3
58) Cc1c(-c2ccc(F)cc2)nc(N)c(C#N)c1-c1cccs1
  ?, 2, -10%, -18, -31%, 5%, 0
59) Cc1ccccc1Nc1nc(N)nc(COC(=O)[C@@H](NC(=O)c2c(F)cccc2F)C(C)C)n1
  ?, 19, -6%, ., 3%, ., .
60) Cc1cccc(C(=O)OCC(=O)NCc2ccc3c(c2)OCO3)c1C
  ., -17, -10%, ., -29%, ., .

Next results follow:
Below each compound: AmpC inh detg, HCMV inh, AMA1-RON2 inh, Shiga toxin inh, AmpC inh no detg, Giardia FBPA inh, Cycloheximide cs
61) Cc1csc(SCC(=O)Nc2nc3ccccc3s2)n1
  ?, 34, -2%, 65*, -34%, 1%, 32*
62) CC(C)CN1CCNC(=O)C1CC(=O)NCCc1ccc(C(F)(F)F)cc1 (stereo not given)
  5%, -101*, 8%, -12, 87%[activator], -11%, -3
63) Cc1c(NC(NC(=O)CC(C)C)C(Cl)(Cl)Cl)c(=O)n(-c2ccccc2)n1C (stereo not given)
  ?, ?, -1%, -9, -3%, -6%, -6
64) COc1ccc(CCNC(=O)CSc2nnc(CNC(=O)c3ccccc3F)o2)cc1OC
  1%, 3, -15%, -16, -7%, 3%, -6
65) CCOC(=O)Cc1csc(SCC(=O)N2CCN(c3ccccc3)CC2)n1
  ., 26, -18%, ., -3%, ., .
66) CC(C)c1ccc(/C=C(\NC(=O)c2ccccc2)C(=O)NCCCN2CCOCC2)cc1
  2%, -16, -4%, -8, 111%[activator], 4%, -1
